AmpC no deterg – blocks E. coli AmpC beta-lactamase in detergent-free assay; P00811; AmpC nitrocefin hydrolysis, absorbance 480 nm, 0.0001% Triton; Potency, µM (doses to about 57.1 µM), for the others: at the top dose activity change, negative = inhibition, most hits filed as inhibitors; 0.52% of 330,000 active;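 also: potency is read from the fitted curve at half-maximal effect; plate controls were no compound for no effect and no enzyme for full effect; nearly all actives have a fitted effect of over 20% in size; some results filed as inactive show a strong effect at the top dose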
Target sequence (P00811 whole entry, looked up): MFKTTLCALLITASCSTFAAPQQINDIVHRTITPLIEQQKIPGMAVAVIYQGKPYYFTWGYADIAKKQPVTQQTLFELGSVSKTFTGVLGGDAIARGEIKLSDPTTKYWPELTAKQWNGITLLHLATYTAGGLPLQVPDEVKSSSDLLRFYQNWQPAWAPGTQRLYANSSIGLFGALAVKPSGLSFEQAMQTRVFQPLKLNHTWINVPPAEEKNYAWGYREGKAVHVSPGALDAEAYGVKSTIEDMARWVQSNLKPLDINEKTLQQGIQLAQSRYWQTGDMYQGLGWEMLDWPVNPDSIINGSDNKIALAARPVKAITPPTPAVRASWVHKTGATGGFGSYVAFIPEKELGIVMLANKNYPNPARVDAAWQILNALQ
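AmpC (5.3 nM in the dispensed reagent) in 20 mM phosphate pH 7.0 with 0.01% (detergent screen) or 0.0001% Triton X-100 was preincubated with compounds for 15 min at room temperature. Nitrocefin was then added from an 800 uM solution, and hydrolysis was followed at 480 nm.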
AmpC inh detg – AmpC beta-lactamase inhibition with detergent present; P00811; AmpC hydrolysis of nitrocefin, absorbance 480 nm, 0.01% Triton; Potency, µM (highest dose often 114 µM), for inactives: top-dose activity change, negative = inhibition, hits mostly inhibitors; 0.041% of 370,000 active; AID 485294;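 also: potency is read from the fitted curve at half-maximal effect; 0% = no-compound wells and -100% = no-enzyme wells; nearly all actives have a fitted effect of over 25% in size; some results filed as inactive show a strong effect at the top dose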
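20 mM phosphate pH 7.0 + 0.01% (detergent screen) or 0.0001% Triton X-100; 5.3 nM AmpC reagent; cpd preinc 15 min RT; nitrocefin (800 uM stock) to start; A480 q20 s × 4 min; Activity was normalised to no-enzyme and no-compound control wells.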
AMA1-RON2 inh – disrupts binding of P. falciparum AMA1 to RON2; AlphaScreen AMA1-biotinylated RON2 peptide binding; Potency, µM (top dose mostly 58.2 µM), inactives show at the top dose activity change, negative = inhibition, hits mostly inhibitors; 0.2% of 360,000 active; AID 720542;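 also: potency is read from the fitted curve at half-maximal effect; 0% = vehicle wells and -100% = peptide control; nearly all actives have a fitted effect of over 45% in size; some results filed as inactive show a strong effect at the top dose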
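AMA1 (3D7) with his tag at 25 nM final met compounds first, then biotinylated RON2 peptide at 25 nM; detection used donor plus acceptor beads, 10 µg/mL apiece, read by AlphaScreen after 30 min at room temperature.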
FBPA Giardia inh – inhibitors of Giardia lamblia fructose-1,6-bisphosphate aldolase | purified Giardia FBPA | Potency, µM (series often up to 59.6 µM), for the others: at the highest dose activity, negative = inhibition, actives largely listed as inhibitors | 0.71% of 290,000 active | AID 2451; also: potency is read from the fitted curve at half-maximal effect; nearly all actives have a fitted effect of over 55% in size
Target sequence (A8B2U2 whole entry, looked up): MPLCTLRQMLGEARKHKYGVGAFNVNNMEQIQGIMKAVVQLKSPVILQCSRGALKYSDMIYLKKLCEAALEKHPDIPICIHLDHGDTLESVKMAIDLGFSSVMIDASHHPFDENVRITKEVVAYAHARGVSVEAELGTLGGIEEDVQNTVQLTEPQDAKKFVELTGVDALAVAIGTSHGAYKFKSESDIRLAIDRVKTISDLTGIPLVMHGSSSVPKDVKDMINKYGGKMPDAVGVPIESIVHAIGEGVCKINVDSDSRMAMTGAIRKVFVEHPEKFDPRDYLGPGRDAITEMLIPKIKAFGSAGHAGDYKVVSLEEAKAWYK
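Giardia FBPA (40 nM reagent) was preincubated 10 min at RT with compound (up to 57.5 uM final), then substrate plus GAPDH/TPI/NAD/arsenate coupling system with diaphorase/resazurin was added; resorufin fluorescence (525/598 nm) was read after 20 min.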
Sm TGR block – S. mansoni TGR enzyme inhibition; 3% of 360,000 active; Potency, µM (highest dose often 114 µM), inactives show top-dose activity change, negative = inhibition, usual class: inhibitors; purified TGR, DTNB reduction, TNB absorbance 405 nm; AID 485364; Q962Y6; also: potency is read from the fitted curve at half-maximal effect; nearly all actives have a fitted effect of over 60% in size
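TGR 20 nM + NADPH 100 uM (dispensed conc.), cpd preinc 15 min RT; start with NADPH (500 uM addition) then DTNB (15 mM addition). Kinetic TNB absorbance, 405 nm filter. Four-parameter Hill fit across titration.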
HCMV antiviral – inhibitors of human cytomegalovirus; HFF cells, HCMV-luciferase reporter, 72 h; stronger effect = lower value; AID 1259415; activity change, negative = inhibition, % at 57.5 µM; 4.5% of 410,000 active; in the data active = activity change below about -60%; inconclusive = no clear call, values can overlap the other calls; inactive = above about -39%
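Two compound doses tested in HFFs infected with HCMV-luciferase, MOI 1 PFU/cell, 72 h at 37C. Lysate luminescence read with OneGlo; data normalized against buffer-only and 10uM Salinomycin inhibitor controls.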
* = called active by the depositor; ? = inconclusive; / = not tested or not shown; & = joins results of further samples; [ ] = another dose, or the depositor's remark. Unless noted, calls follow the shape of the dose curve; as a rule, active = well fitted curve in the direction sought with a large enough effect; inconclusive = small, poorly fitted or top-dose-only effect, or another doubt; inactive = no such curve, though single readings can be large; an effect the other way counts as inactive or inconclusive. Unless noted, % is scaled to controls: 0 for no effect and ±100 for the full control effect. The order is random, and some 7.8% of all compounds hit somewhere here.

SMILES	AmpC no deterg	AmpC inh detg	AMA1-RON2 inh	FBPA Giardia inh	Sm TGR block	HCMV antiviral
CCCOc1ccc(CC(=O)N/N=C\c2ccc(F)cc2)cc1	-15%	-2%	-13%	-3%	2%	10
CC(C)CCn1c(=O)c2sccc2n2c(CCCC(=O)NC3CCC(C)CC3)nnc12 (stereo not drawn)	/	22%	/	/	0%	-21
Cc1cc(C=O)c(C)n1-c1ccc(N2CCOCC2)c([N+](=O)[O-])c1	-6%	-9%	-7%	-9%	-1%	-5
Cc1cc([N+](=O)[O-])nn1CC(=O)NCc1ccc(Cl)cc1	-21%	-11%	0%	0%	?	-32
Cc1ccc(C)c(NS(=O)(=O)c2cc3c(cc2Cl)NC(=O)CO3)c1	/	13%	/	/	0%	-16
COC(=O)c1cc2c(-c3ccccc3)cc3ccccn3c-2c1C(=O)OC	88%[activator]	-17%	18µM*	-8%	-16%	-4
O=C1OCCC1Sc1nc2ccccc2n1-c1ccccc1 (stereo not drawn)	-11%	?	5%	-2%	-22%[11.4 µM]	7
CCCCC(=O)Nc1cnc(NC(=O)c2cccs2)cc1C	-8%	?	-1%	9%	-15%	103
O=C(N/N=C/c1ccc(Cl)cc1Cl)c1ccncc1	-22%	-7%	-9%	3%	-21%	-5
COc1ccccc1CNC(=O)c1ccc2c(=O)n3c(nc2c1)CCCCC3	-6%	-9%	-1%	9%	5%	-36
CC1CCN(c2ccc(C(=O)NCc3ccc4c(c3)OCO4)cc2[N+](=O)[O-])CC1	-35%	3%	-20%	-16%	0%	?
Cc1[nH]c2ccc(C(=O)OCCN(C)C)cc2c1C	-12%	-5%	-5%	5%	-9%	25
COc1ccccc1CN1CC(C(=O)N(C)Cc2[nH]c3ccccc3c2C)CCC1=O (stereo not drawn)	169%[activator]	1%	-20%	/	-5%	13
Nc1cc(N)nc(SCC(=O)NC(=O)NC2CCCC2)n1	-16%	-9%	-7%	/	2%	30
Cc1ccc(NC(=O)/C=C/c2ccc([N+](=O)[O-])s2)cc1	-6%	?	-15%	0%	-5%	-96*
CC(C)c1ccc(NC(=O)C2CCCN(S(=O)(=O)c3cccnc3)C2)cc1 (stereo not drawn)	82%[activator]	-5%	0%	-4%	9%	?
O=C1CC(=O)c2c1cccc2[N+](=O)[O-]	-52%	1%	/	?	-15%	/
COc1cc([N+](=O)[O-])ccc1NC(=O)NNC(=O)C(C)Oc1ccc(F)cc1F (stereo not drawn)	-55%	3%	57%[activator]	19%	12%	-6
COc1ccc(NC(=O)CSc2nnc(CNc3ccc(F)cc3)o2)c(OC)c1	-43%	-1%	1%	1%	55%[activator]	34
Cc1ccc2c(C(=O)CN3CCC(C(N)=O)CC3)c(C)[nH]c2c1	-9%	2%	/	3%	35µM*	/
Cc1cc(C)c2cc(C#N)c(SCC(=O)Nc3ccc4c(c3)OCO4)nc2c1	-21%	-1%	-8%	4%	0%	?
CN(CC(=O)NC1CC(C)(C)NC(C)(C)C1)S(=O)(=O)c1ccc(Br)cc1	6%	-6%	18%	2%	-15%	35
O=C(Cc1ccc(Cl)cc1)Nc1ccc2oc(-c3ccccc3F)nc2c1	/	-9%	/	/	-10%	?
N=c1sccn1CC(=O)NCCc1ccc(Cl)cc1	-14%	-9%	-2%	4%	-6%	41
COc1ccc(N2C(=O)/C(=C/c3ccc(C)o3)C(=O)NC2=S)cc1	-19%	-5%	-3%	?	1.3µM*	34
The listing continues:
SMILES	AmpC no deterg	AmpC inh detg	AMA1-RON2 inh	FBPA Giardia inh	Sm TGR block	HCMV antiviral
c1ccc(Cn2nnc3c(Nc4ccc5c(c4)OCO5)nc(C4CC4)nc32)cc1	-41%	-2%	20%	-13%	6%	-14
COc1ccc(OC(C)C(=O)Nc2cccnc2)cc1 (stereo not drawn)	-6%	?	18%	3%	2%	11
COC(=O)c1cc(COc2ccc3c4c(c(=O)oc3c2)CCCC4)c(C)o1	-11%	-17%	7%	-2%	-13%	?
O=C(c1[nH]c2ccccc2c1Sc1ccc(Cl)cc1)N1CCCCC1	/	-2%	/	/	-2%	31
S=c1oc(-c2ccncc2)nn1CCc1ccncc1	-10%	0%	4%	6%	59%[activator]	-33
COc1ccc(-c2nnn(CC(=O)NCCc3c[nH]c4ccccc34)n2)cc1OC	-49%	1%	-2%	1%	5%	10
Cc1ccsc1C(=O)N1CCCC(CO)(Cc2ccccc2F)C1 (stereo not drawn)	-3%	0%	1%	/	-13%	-18
COc1cc(CNCCNC(=O)c2nonc2N)ccc1OCc1ccc(Cl)nc1	?	-4%	4%	-5%	/	?
NC(=O)c1ccc(C(F)(F)F)n(Cc2ccccc2Cl)c1=O	0%	-8%	0%	3%	-19%	-33
c1ccc(Cc2nc3ccccc3o2)cc1	1%	?	37%[activator]	2%	8%	12
CCCn1c2ccccc2c2cnn(CC(=O)N(Cc3ccccc3)C(C)C)c(=O)c21	/	3%	/	/	3%	6
CCC(CC)C(=O)Nc1nnc(S(=O)(=O)N2CCc3ccccc32)s1	5%	17%	0%	?	-2%&-17%	-20&6
O=C(C[C@H]1C/C=C\CC[C@@H](Cc2ccc(F)cc2)C(=O)OC[C@H]2CCCN2C1=O)NCCO	209%[activator]	/	?	/	/	17
Cc1nc([N+](=O)[O-])c(NCCCO)n1Cc1ccccc1	-14%	8%	1%	7%	4%	-7
Cc1ccc(S(=O)(=O)c2nc(-c3ccc(F)cc3)oc2SCC(=O)NC2CCCCC2)cc1	/	7%	/	/	-3%	19
O=C(CN1CCN(c2nc(-c3ccccc3)cs2)CC1)NCc1ccc2c(c1)OCO2	68%[activator]	?	-3%	-5%	-23%	40
CCC(C(=O)NC1CCCC1)n1nc(C)n2c(cc3occc32)c1=O (stereo not drawn)	4%	-1%	-7%	/	-3%	-10
CCOc1cc(/C=N/Nc2cccc(C(=O)O)c2)ccc1OC(=O)c1ccccc1	-18%	5%	?	6%	/	64
CCOc1ccc(N=CC2=C(O)CC(c3ccco3)CC2=O)cc1 (stereo not drawn)	-7%	-3%	-3%	3%	-12%	13
CCOC(=O)c1c(C)[nH]c(C)c1S(=O)(=O)N1CCCC(C(=O)N2CCN(c3ccccc3)CC2)C1 (stereo not drawn)	/	7%	/	/	5%	-6
Cc1ccc(CNC(=O)Cn2c(=O)cc(C(F)(F)F)c3c(C)nn(C)c32)cc1	/	0%	/	/	0%	0
N#CNC(=Nc1ccccc1F)SCc1ccc(C(=O)O)cc1	9%	-4%	-10%	17%	1%	-29
CC(C)=NOC(=O)c1ccc(-c2ccccc2)cc1	-12%	-12%	2%	5%	2%	-19
CC(=NCc1cccnc1)c1c(O)n(-c2ccc(Cl)cc2)c(=O)[nH]c1=O	-6%	-3%	-18%	0%	2%	-11
CCCCC(OC(=O)c1cc2occc2n1C)C(=O)NCC1CCCO1 (stereo not drawn)	69%[activator]	?	13%	2%	?	27
Further compounds follow:
SMILES	AmpC no deterg	AmpC inh detg	AMA1-RON2 inh	FBPA Giardia inh	Sm TGR block	HCMV antiviral
CCOC(=O)N1CCN(C(=O)c2ccc(NC(=O)c3ccc(C)cc3)cc2)CC1	-4%	4%	7%	1%	2%	46
O=C(O)C1CC(O)CN1S(=O)(=O)c1cccs1 (stereo not drawn)	-18%	0%	-11%	4%	-8%	28
Cc1ccc(S(=O)(=O)N2CCN(C(=O)COC(=O)CCOc3ccccc3C)CC2)c(C)c1	68%[activator]	0%	0%	/	-13%	-5
O=C(NCc1ccc2c(c1)OCO2)c1ccc(Br)o1	-14%	-7%	-4%	6%	5%	112
CCN(CC)CCCNC(=O)c1cc(Sc2nnc(C)s2)nc2ccccc12	-21%	-2%	24%	2%	-5%	37
COc1cc2ccccc2cc1C(=O)Nc1ccc(CN2CCOCC2)cc1	85%[activator]	-10%	-7%	-2%	2%	-3
O=c1[nH]c2ccc(S(=O)(=O)N3CCN(c4ccccc4)CC3)cc2[nH]c1=O	37%[activator]	-8%	-19%	4%	2%	-4
Cc1n[nH]c(=O)nc1NCc1ccco1	-10%	2%	5%	-15%	-33%	-21
CCOC(=O)CSc1nnnn1-c1cc(OC)ccc1OC	-2%	-18%	-2%	-3%	-14%	38
COc1ccc(-c2noc(CC(=O)Nc3ccc(C)c(F)c3)n2)cc1	/	12%	/	/	5%	-15
Cn1c(=O)c2c(nc(NCCNC(=O)c3ccco3)n2Cc2ccccc2)n(C)c1=O	-7%	-9%	9%	-5%	-3%	-5
Cc1ccc(C(=O)N/N=C/c2sc(=O)n(Cc3cccc(C(=O)O)c3)c2Cl)cc1	-36%	-5%	6%	13%	-3%	-2
COc1cc2c(cc1NC(=O)COC(=O)CNS(=O)(=O)c1ccc(C)cc1)oc1ccccc12	-17%	-11%	-14%	-7%	-13%	10
COCc1cc(=O)[nH]c(SCCS(=O)(=O)c2ccc(Cl)cc2Cl)n1	-15%	3%	39%[activator]	?	0.32µM*	12
Cc1n[nH]c(C)c1N1C(=O)c2cccc3c(N4CCCCCC4)ccc(c23)C1=O	86%[activator]	?	8%	-3%	-27%	-8
CCN(CC)C(=O)c1sc(NC(=O)c2cccnc2)c(C(=O)OC)c1C	-9%	?	10%[11.6 µM]	4%	4%	-9
COc1ccc(N2CCCC2)c(NC(=O)c2ccc(Br)o2)c1	-29%	11%	?	-3%	45µM*	?
O=C(Nc1ccc(F)cc1)C1CCCN(C2=NS(=O)(=O)c3ccccc32)C1 (stereo not drawn)	1%	?	-3%	/	-7%	0
COc1ccc(NC(=O)C2CCCN(S(=O)(=O)c3c(C)[nH]c(=O)[nH]c3=O)C2)cc1OC (stereo not drawn)	-10%	-1%&2%	-2%	1%	0%&-7%	-7&-4
O=C(NC1CCCCCC1)C1CCN(S(=O)(=O)c2cccc3cccnc23)CC1	-7%	-2%	6%	4%	4%	-30
O=C(N[C@H]1C/C=C\C[C@@H](CC(=O)N(CCO)Cc2ccccc2)C(=O)NC[C@H](c2ccccc2)OC1=O)OCC1c2ccccc2-c2ccccc21	170%[activator]	/	0%	/	/	?
CCOc1ccccc1NC(=O)CCS(=O)(=O)c1ccc(Br)cc1	-9%	0%	22%	2%	-1%	9
COc1ccc2c(c1)C(C)=CC(C)(C)N2S(=O)(=O)c1ccc(C)cc1	-14%	-6%	-2%	7%	-6%[57.1 µM]	-86*
CCOc1ccccc1N(C(=O)c1snc(C(N)=O)c1N)C(C(=O)NCc1ccccc1)c1ccc(O)cc1 (stereo not drawn)	-33%	?	-25%	-14%	4%	-30
Cc1c(Cl)c([N+](=O)[O-])nn1CC(=O)NCc1ccco1	-14%	-13%	7%	5%	0%	11

An excerpt of these results, with values under each structure:
Every second line gives: AmpC no deterg, AmpC inh detg, AMA1-RON2 inh, FBPA Giardia inh, Sm TGR block, HCMV antiviral
- COc1ccc2c(c1)C(C)=CC(C)(C)N2S(=O)(=O)c1ccc(C)cc1
    -14%, -6%, -2%, 7%, -6%[57.1 µM], -86*
- Cc1n[nH]c(C)c1N1C(=O)c2cccc3c(N4CCCCCC4)ccc(c23)C1=O
    86%[activator], ?, 8%, -3%, -27%, -8
- CCOc1ccccc1NC(=O)CCS(=O)(=O)c1ccc(Br)cc1
    -9%, 0%, 22%, 2%, -1%, 9

Compound activity deposited in PubChem by National Center for Advancing Translational Sciences (NCATS).
